# Bioassay records as filed in PubChem.
# MEKK3 PB1 HTS: modulators of MEKK3-MEK5 PB1 binding, primary screen, biochemical, wildtype MEKK3, multiplex bead flow cytometry, Alexa488-MEK5. Mitogen-activated protein kinase kinase kinase 3 (Homo sapiens), Q99759. bead-based flow cytometry, Alexa488-MEK5 binding to MEKK3; actives lie on both sides; 0 = blocked by unlabeled MEK5, 100 = vehicle. binding response (% of control), % at 10 µM. actives 1.4% (n = 290,000);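 active = binding response more than 3 SD above or below the average of its plate-row segment, actives on both sides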;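 also: Alexa488 bead fluorescence after subtracting the streptavidin-only scavenger bead signal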
# IDE act: human IDE activators in live cells, primary screen, fluorescence polarization, HEK cells, FAbeta-B substrate. Insulin-degrading enzyme (Homo sapiens), P14735. FAbeta-B cleavage; 0% vehicle, 100% cell-free pure enzyme wells. activation, % at 5.96 µM. actives 0.073% (n = 340,000);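 active = activation above the mean of all tested compounds plus 3 SD, set per screening campaign, cut at about 17% in these data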
# Target sequence (P14735 whole entry, looked up): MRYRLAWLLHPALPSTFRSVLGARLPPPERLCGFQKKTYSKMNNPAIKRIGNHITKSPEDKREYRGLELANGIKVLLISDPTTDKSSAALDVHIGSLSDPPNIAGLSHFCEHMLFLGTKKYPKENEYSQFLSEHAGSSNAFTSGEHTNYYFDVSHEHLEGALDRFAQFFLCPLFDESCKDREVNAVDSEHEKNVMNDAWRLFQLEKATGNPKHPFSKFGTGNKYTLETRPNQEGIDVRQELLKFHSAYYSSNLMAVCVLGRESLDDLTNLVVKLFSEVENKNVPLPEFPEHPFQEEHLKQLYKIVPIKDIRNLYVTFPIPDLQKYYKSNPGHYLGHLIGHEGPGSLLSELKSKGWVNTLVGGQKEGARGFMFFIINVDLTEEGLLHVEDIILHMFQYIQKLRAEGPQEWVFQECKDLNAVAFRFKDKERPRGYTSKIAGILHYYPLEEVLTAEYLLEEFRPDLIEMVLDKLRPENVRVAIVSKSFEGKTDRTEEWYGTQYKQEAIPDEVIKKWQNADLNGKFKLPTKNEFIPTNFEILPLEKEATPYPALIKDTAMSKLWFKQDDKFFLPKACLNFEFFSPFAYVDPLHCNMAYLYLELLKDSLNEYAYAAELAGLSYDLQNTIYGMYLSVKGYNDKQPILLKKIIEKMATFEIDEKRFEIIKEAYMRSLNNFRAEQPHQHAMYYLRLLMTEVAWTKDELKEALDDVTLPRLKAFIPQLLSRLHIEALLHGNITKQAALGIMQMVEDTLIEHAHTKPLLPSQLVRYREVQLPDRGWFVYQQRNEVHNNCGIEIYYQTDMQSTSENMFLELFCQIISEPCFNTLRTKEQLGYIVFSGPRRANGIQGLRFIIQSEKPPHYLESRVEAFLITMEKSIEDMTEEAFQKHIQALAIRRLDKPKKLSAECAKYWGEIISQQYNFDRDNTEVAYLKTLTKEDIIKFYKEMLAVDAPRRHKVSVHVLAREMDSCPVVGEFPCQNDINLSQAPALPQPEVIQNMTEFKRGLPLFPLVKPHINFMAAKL
# IMP-1 inhibitor: IMP-1 metallo-beta-lactamase inhibitors, primary screen, biochemical, epi-absorbance readout, Pseudomonas aeruginosa enzyme; purified IMP-1, nitrocefin hydrolysis, epi-absorbance fluorescence; inhibition, % at 5.6 µM; actives 0.45% (n = 290,000); AID 1556, 2009;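 active = inhibition above the mean plus 3 SD of all compounds in the same screening run, cut at about 4.5% in these data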;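 also: 0% = IMP-1 with DMSO and 100% = DMSO wells lacking enzyme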
#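 System: purified recombinant IMP-1 beta-lactamase. Medium: Zinc- and detergent-supplemented HEPES buffer, pH 7.1. Compound: one 5.6 µM dose […]. Schedule: 15 min preincubation plus 25 min reaction at 25 °C. Technique: Epi-absorbance fluorescence, 480 nm excitation, 530 nm emission.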
# VIM-2 inhibitor: VIM-2 metallo-beta-lactamase inhibitors, primary screen, biochemical, epi-absorbance readout, Pseudomonas aeruginosa enzyme | actives 0.89% (n = 290,000) | purified VIM-2, nitrocefin hydrolysis, epi-absorbance fluorescence | AID 1527, 2009 | inhibition, % at 5.6 µM;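 active = inhibition above the mean of all tested compounds plus 3 SD, cutoff set per screening run, cut at about 7.5% in these data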;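 also: red hydrolysis product quenches plate fluorescence so inhibitors raise well fluorescence; 0% = enzyme with DMSO and 100% = DMSO without enzyme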
# SUMO HTRF inh: inhibitors of in vitro SUMOylation cascade, primary screen, biochemical, HTRF, uHTS; HTRF SUMOylation assay, SAE1/SAE2 + UBC9; inhibition, % at 35 µM; actives 0.36% (n = 290,000); in the data active = inhibition above about 50%, passing the limit was not always enough; also: strong numbers were not always called active
# HCV NS3 hel inh: inhibitors of HCV NS3 helicase, primary screen, biochemical, Cy5 molecular beacon fluorescence. Hepatitis C virus NS3 helicase. NS3 helicase DNA unwinding. inhibition, % at 10.9 µM. actives 0.56% (n = 290,000). AID 1800, 2009;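 active = inhibition above the mean of all tested compounds plus 3 SD, set per campaign, cut at about 35% in these data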;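 also: 0% = DMSO wells and 100% = thioflavine S control wells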
#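 Control set: DMSO versus 110 µM thioflavine S; Material: NS3 helicase fragment of HCV; Measured by: Cy5 fluorescence at 0 and 60 min, beacon hairpin quenching; Read-out basis: percent inhibition from t60/t0 fluorescence ratio; Times: reaction time 60 min, 25 °C; Repeats: single replicate; Compound dosing: single dose, 10.9 µM nominal final, DMSO 0.8% final.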
# DNA FID counter: compounds displacing fluorescent DNA intercalator, primary screen, artefact control for HCV NS3 helicase inhibitor project, biochemical, FID fluorescence | AID 1845, 2009 | actives 0.17% (n = 290,000) | inhibition, % at 7.9 µM | DNA fluorescent intercalator displacement; in the data active = inhibition above about 37%;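 also: 0% = vehicle and 100% = reference compound; higher means more ethidium bromide displaced from hairpin DNA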
# pCIP destab: p/CIP-EGFP fusion destabilizers, primary screen, fluorescence, F442A cells; Q05BA5; 16 h; decrease of EGFP signal, % at 10 µM; actives 0.01% (n = 290,000); AID 1984, 2009;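 active = EGFP signal decrease of at least 30% at 10 µM or well 3 SD below plate mean, unless failing retest; inactive = the rest, including hits failing retest or dose response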; also: some compounds called inactive have numbers as strong as hits; many of its hits are not listed in these tables
# PHOSPHO1 inh: PubChem AID 1565; Phosphoethanolamine/phosphocholine phosphatase (Homo sapiens), Q8TCT1; actives 1.1% (n = 290,000); recombinant PHOSPHO1, absorbance phosphatase assay; inhibition, % at 13.3 µM; in the data active = inhibition above about 60%
# * marks the source's active call; other numbers are inactive results; x = no result given; & = joins results of further samples; [ ] = remark or other dose. Not all compounds are listed. The share of hits here may be higher or lower than overall.
SMILES,MEKK3 PB1 HTS,IDE act,IMP-1 inhibitor,VIM-2 inhibitor,SUMO HTRF inh,HCV NS3 hel inh,DNA FID counter,pCIP destab,PHOSPHO1 inh
CCn1c(=O)cc(SCC(=O)Nc2ccc3c(c2)OCO3)c2ccccc21,102.0,3.7,-2.2,-1.9,-3.7,1.2,-9.5,6.6,-17.5
Cc1cccc(-n2cc(CN3CCCN(C=O)CC3)c(-c3cccc(F)c3)n2)c1,108.0,-8.2,-1.0,1.7,-9.5,-4.8,-5.1,-14.3,52.5
Cc1ccc(Nc2nc(Cl)nc(NC3CCCCC3)n2)cc1,107.0,0.0,-0.8,-2.6,10.9,3.3,-20.2,-3.6,33.7
CC1CCN(CCC(=O)Nc2ccc(Cl)cc2)CC1,90.0,0.3,-2.9,-5.1,1.1,-2.5,11.7,-0.4,55.4
Cc1cccc(CCNC(=O)CCc2nc(-c3ccccc3F)no2)c1,103.0,1.8,-1.5,-2.6,-9.0,-7.3,-19.4,-11.9,-44.6
CSc1nnc(Cn2c(=O)sc3ccccc32)n1CCc1ccccc1,95.0,1.8,-2.1,2.0,17.2,-15.7,-33.8,1.6,18.6
NC(=O)NOCc1c(F)cccc1Cl,86.0,x,1.1,1.8,9.6,4.8,-4.7,-6.5,36.8
CN(C)CCCN(Cc1ccc2c(c1)OCO2)C(=O)NC1CCCCC1,105.0,1.6,-2.4,-4.0,8.8,-3.5,2.1,-12.7,24.4
Cc1ccc2nc(/C(C#N)=C/c3ccc(-c4ccccc4C(=O)O)o3)[nH]c2c1,102.0,-73.7,-2.2,2.6,-7.7,9.7,-12.1,-103.1,32.6
O=C(CSc1nnc(-c2cccnc2)o1)Nc1ccccn1,101.0,5.2,-3.2,-2.4,20.3,3.7,-1.5,5.4,-18.5

# Taken from above:
# DNA FID counter with Cc1ccc2nc(/C(C#N)=C/c3ccc(-c4ccccc4C(=O)O)o3)[nH]c2c1 reads -12.1
# PHOSPHO1 inh with CCn1c(=O)cc(SCC(=O)Nc2ccc3c(c2)OCO3)c2ccccc21 reads -17.5

# Continued:
SMILES,MEKK3 PB1 HTS,IDE act,IMP-1 inhibitor,VIM-2 inhibitor,SUMO HTRF inh,HCV NS3 hel inh,DNA FID counter,pCIP destab,PHOSPHO1 inh
COC(=O)Cc1[nH]c(Cl)nc1C(N)=O,92.0,x,-0.9,-0.4,18.1,-0.3,-0.5,5.9,24.6
Nc1ccc2nn(-c3cc([N+](=O)[O-])ccc3O)nc2c1,101.0,-3.0,-4.2,-3.5,26.3,8.4,2.8,0.0,34.0
O=C(Nc1nnc(SCc2cccc3ccccc23)s1)C1COc2ccccc2O1 (stereo not given),95.0,1.3,-2.2,0.5,-9.0,-9.7,-5.2,-9.7,-1.8
CC(=O)c1cccc(NC(=O)N2CC(C)OC(C)C2)c1 (stereo not given),109.0,-0.7,-2.9,-0.4,2.4,-3.8,-8.7,-18.5,36.4
Cc1c(C(=O)Nc2ccc(S(=O)(=O)Nc3ncccn3)cc2)oc2ccc(Cl)cc12,101.0,-2.8,-4.9,-1.5,12.3,0.7,-22.9,-7.2,-11.5
Cc1oc(/C=N/NS(=O)(=O)c2ccccc2)cc1Br,96.0,1.6,-2.4,-4.3,-4.7,-5.1,-1.1,8.5,-17.3
CNCC[C@H](Oc1cccc2ccccc12)c1cccs1,111.0&110.0&89.0,6.5,0.9,0.8,-6.6,-83.0,40.6*,-0.3,15.8
Fc1ccc(Cn2cnc3ccccc32)cc1,92.0,2.2,3.9,-4.2,-5.8,1.1,-2.2,-12.3,6.4
COC(=O)c1ccc(S(=O)(=O)NCc2ccc(S(N)(=O)=O)cc2)n1C,90.0,1.1,-0.1,0.8,5.2,21.5,-4.3,-8.1,43.0
CCCc1cc(=O)n2[nH]c(NCc3ccc(OC)c(OC)c3)nc2n1,105.0,9.2,-3.2,-2.5,-1.6,2.8,-1.8,-2.0,22.8
Cc1nc(CC(=O)Nc2nc(-c3ccccc3)cs2)cs1,105.0,6.7,-3.5,-3.5,0.8,0.7,-13.6,5.5,5.8
COc1ccc(S(=O)(=O)NCC2CCCN(Cc3ccc(O)cc3)C2)cc1 (stereo not given),104.0,2.8,-2.4,-2.1,4.8,1.1,7.3,4.7,8.9
Cc1cc(C)n2nc(SCC(=O)NC3CCCCC3)nc2n1,98.0,0.9,-2.4,-0.8,x,0.8,-9.1,-9.0,29.8
O=C(CCSCCc1ccccn1)Nc1nccs1,105.0,1.5,-6.0,-0.9,-1.5,-6.1,-0.5,-7.2,-15.4
Cc1c(NC(=O)Nc2cccc([N+](=O)[O-])c2)c(=O)n(-c2ccccc2)n1C,102.0,1.6,0.1,1.1,2.1,4.3,-2.6,1.0,37.0
CS(=O)(=O)Nc1ccc(C(=O)NCc2ccco2)cc1,110.0,1.4,-2.7,-2.0,-4.2,-3.9,0.4,6.2,-4.0
O=C(Cc1cccs1)N1CCN=C1SCc1ccccc1Cl,105.0,3.1,-0.8,-0.4,7.1,-2.3,-7.5,-0.9,15.0
Cc1ccc(C)c(OCCn2ccnc2)c1,102.0,5.9,-1.0,-1.6,1.4,-2.3,0.4,-0.5,x
C=CCSc1nc2sc(-c3ccccc3)cc2c(=O)n1N,105.0,-4.8,-3.0,-3.4,36.6,-0.7,2.4,7.8,18.3
Cc1cc(C)c(S(=O)(=O)ON2C(=O)c3ccccc3C2=O)cc1C,105.0,2.3,-1.9,2.3,-3.9,11.8,9.3,-3.2,54.6
CCSc1nnc(NC(=O)c2nc3nc(C)cc(C)n3n2)s1,103.0,0.3,-3.5,-4.4,9.5,-7.1,1.6,-4.3,-7.1
NS(=O)(=O)c1ccc(CNC(=O)CC23CC4CC(CC(C4)C2)C3)cc1,x,2.5,-3.9,-3.0,-0.4,4.3,-4.0,-1.1,-12.2
Nc1ccc2nc(SCc3ccc([N+](=O)[O-])cc3)sc2c1,x,4.8,-2.4,-0.4,0.8,-3.1,6.9,-1.4,-10.9
COc1ccc(-n2cc(CNCC3CCOCC3)c(-c3cccc(F)c3)n2)cc1,110.0,3.2,-1.9,-0.2,15.7,-55.9,8.6,-7.1,34.5
COCCNC(=S)N1CCC(c2nc(-c3ccc(N(C)C)cc3)no2)CC1,104.0,-2.8,-1.7,-0.2,-17.5,-1.8,-18.9,18.4,-25.8
Cc1ccc(S(=O)(=O)n2ccc(OC(=O)c3cccs3)n2)cc1,104.0,0.9,-2.2,-0.8,x,9.6,-6.3,-24.3,26.2
CC(C)(C)[C@@H]1C=C(C(=O)N2CCN(Cc3ccc4c(c3)OCO4)CC2)O[C@H](OCc2ccc(CO)cc2)C1,96.0,2.9,-2.4,-2.6,0.0,-1.8,-24.5,-13.4,51.7
COc1c(F)c(F)c(C(=O)Nc2cccc(Cl)c2N2CCOCC2)c(F)c1F,89.0,-0.9,-4.1,-3.0,-6.2,-0.3,-4.4,-14.3,-31.3
CCN1CCN(C(=O)c2ccc(-c3nc4ccccc4s3)s2)CC1,100.0,0.4,0.2,6.9,-2.8,9.0,4.7,8.2,12.3
CCOC(=O)N1CCN(C(=O)c2cnn3c(C(F)(F)F)cc(-c4cccs4)nc23)CC1,93.0,-0.1,-0.8,-0.2,26.3,1.7,-13.7,-1.8,37.0

# 2 compounds from above, showing only HCV NS3 hel inh.
SMILES	HCV NS3 hel inh
CCn1c(=O)cc(SCC(=O)Nc2ccc3c(c2)OCO3)c2ccccc21	1.2
CSc1nnc(Cn2c(=O)sc3ccccc32)n1CCc1ccccc1	-15.7

# New compounds follow:
SMILES,MEKK3 PB1 HTS,IDE act,IMP-1 inhibitor,VIM-2 inhibitor,SUMO HTRF inh,HCV NS3 hel inh,DNA FID counter,pCIP destab,PHOSPHO1 inh
CN1CCN(C(=O)c2cnn(-c3ccccc3)c2NC(=O)c2cccs2)CC1,99.0,-1.0,-2.3,-2.0,25.1,-0.5,0.8,-6.2,-8.5
Cc1nnc2ccc(N3CCOCC3)nn12,99.0,4.6,-0.5,-2.2,0.6,-0.6,-1.9,4.7,-9.1
N#CCSc1nc2ccccc2c(=O)n1-c1ccccc1,101.0,-1.1,-1.9,-0.8,12.1,1.6,-2.4,-5.5,-35.7
Cc1ccc(CC(=O)N2CCN(C(=O)c3ccco3)CC2)cc1,49.0*[inhibitor],1.7,-1.1,-0.6,8.2,1.9,-5.2,-10.9,43.1
Cc1ccc(-c2nnn(CC(=O)N(c3ccc(F)cc3)C(C(=O)NC3CCCC3)c3ccncc3)n2)o1 (stereo not given),102.0,0.2,-1.6,0.7,11.0,2.1,-9.6,3.7,5.8
CC(=O)Nc1c(-c2ccc(Cl)cc2)c(=O)c2ccccc2n1C,99.0,2.3,-1.7,-0.9,-12.8,4.0,-0.7,1.2,22.7
Cc1ccc(-n2cc(-c3ccccc3)c3c(N4CCN(C)CC4)ncnc32)cc1,110.0,0.8,-2.3,-0.2,-8.4,-75.9,15.3,-1.9,0.6
CCN(CC)CCn1c(=N)n(CCO)c2ccccc21,100.0,-2.5,0.3,-1.0,12.5,0.4,8.0,-4.1,2.8
CCn1cc(C(=O)N[C@@H](C)C(=O)NCCCO)c(=O)c2cc3c(cc21)OCO3,107.0,5.4,-3.1,0.4,7.4,5.6,-9.2,-2.0,28.0
Cc1cc(N2CCCC2=O)cc(C)c1CN1C(=O)c2ccccc2C1=O,75.0,-2.7,-3.5,-2.4,18.6,-13.8,-9.7,-7.8,-0.8
COc1ccc(Cl)cc1NC(=O)NCc1ccc2c(c1)OCO2,99.0,3.9,-1.3,-1.6,-2.5,-0.8,-3.0,1.5,4.5
O=C(NCc1ccco1)c1cc(S(=O)(=O)N2CCOCC2)ccc1Cl,99.0,1.8,0.7,-2.4,9.7,6.5,-1.2,7.3,-19.3
Cc1ccc(C2(c3noc(CN(C)CCCN4CCOCC4)n3)CCCC2)cc1,113.0,x,-1.8,-2.1,-6.1,3.1,-2.0,-8.4,30.4
CC1CCC(NC(=O)CNC(=O)Cc2cccc3ccccc23)CC1 (stereo not given),102.0,1.1,-3.3,-0.8,16.7,7.5,-32.6,-11.3,-6.5
CCOC(=O)CC(NC(=O)c1ccccc1F)c1ccc(C)cc1 (stereo not given),121.0,7.5,-3.7,-3.8,7.1,-1.7,-8.5,-4.4,28.5
COc1cccc(-c2cccc(NC(=O)C3CCN(C4CCOCC4)CC3)c2)c1,97.0,5.8,0.8,0.2,-3.1,-5.2,11.3,9.4,20.7
O=C(OCc1ccc([N+](=O)[O-])cc1)C1CC(=O)N(c2ccccc2)C1 (stereo not given),99.0,4.2,-0.8,2.1,18.9,15.4,-0.9,-5.7,7.8
CC(C)Cc1nnc(NC(=O)CSc2nc(O)c(-c3ccccc3)c(=O)[nH]2)s1,113.0,4.7,-2.3,-0.4,5.1,4.5,-13.2,-13.7,-11.2
